MCL1-BIM inh = inhibitors of human MCL1 binding to BIM-BH3 peptide. GST-MCL1 / FITC-Bim-BH3 fluorescence polarization. inhibition, % at 10.9 µM. hit rate 0.68% among 320,000. AID 2057;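 active = inhibition above the mean inhibition of all tested compounds plus 3 SD, set per campaign, cut at about 40% in these data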;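 also: 0% = DMSO wells and 100% = unlabeled Bim-BH3 peptide control; higher means more loss of mP so more displacement of Bim peptide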
MEX-5 binding = C. elegans MEX-5 TCR-2 RNA binding activity; Q9XUB2; MEX-5/FITC-TCR2 RNA binding, fluorescence polarization; active compounds read low; activity score (negative = inhibition of binding), % at 10 µM; hit rate 0.38% among 300,000;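 active = inhibition past about -25% in most replicates, and total fluorescence under double the plate's negative control median, limit read from the data; inconclusive = replicates evenly split on the limit, or fluorescence at least double controls; inactive = too little inhibition in most replicates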;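 also: 0% = DMSO and -100% = 5 µM competing unlabeled TCR2 RNA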
AHR activator = human AHR activation. P35869. AHR-responsive luciferase reporter cells, luminescence. activation, % at 5 µM. hit rate 2.5% among 320,000. AID 2796; in the data active = activation above about 47%;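 also: 0% = vehicle wells and 100% = reference agonist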
Fam108B counter = Fam108B inhibition, counter-screen for RBBP9 inhibitors. inhibition, % at 9.51 µM. AID 1947. recombinant Fam108B, FP-Rh probe fluorescence polarization. hit rate 0.33% among 300,000;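 active = inhibition above the screen mean inhibition plus 3 SD, computed separately per campaign, cut at about 18% in these data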;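 also: inhibitors lower polarization as less probe binds the enzyme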
PME-1 primary = blocks human protein phosphatase methylesterase 1; Q9Y570; recombinant PME-1, FP-Rh probe fluorescence polarization; inhibition, % at 5.9 µM; hit rate 0.53% among 320,000;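 active = inhibition above the campaign mean of all compounds plus 3 SD, cut at about 26% in these data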;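 also: competitive labeling of PME-1 active site by serine hydrolase directed probe; 0% = PME-1 with DMSO and 100% = wells lacking PME-1 enzyme; inhibitors block probe labeling so polarization falls and inhibition rises; many of its hits are not listed in these tables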
Target sequence (Q9Y570 whole entry, looked up): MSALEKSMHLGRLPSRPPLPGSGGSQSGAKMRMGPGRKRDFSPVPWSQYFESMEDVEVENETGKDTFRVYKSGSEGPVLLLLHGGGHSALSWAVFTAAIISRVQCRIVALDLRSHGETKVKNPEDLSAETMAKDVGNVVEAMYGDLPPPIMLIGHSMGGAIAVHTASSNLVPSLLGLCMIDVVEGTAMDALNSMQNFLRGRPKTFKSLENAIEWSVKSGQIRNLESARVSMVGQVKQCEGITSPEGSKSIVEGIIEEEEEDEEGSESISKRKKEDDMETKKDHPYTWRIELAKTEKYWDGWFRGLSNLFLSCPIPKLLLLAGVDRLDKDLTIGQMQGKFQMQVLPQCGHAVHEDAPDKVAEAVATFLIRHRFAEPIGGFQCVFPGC
GLD-1 RNA inh = GLD-1-TGE RNA interaction inhibition (C. elegans); Q17339; purified GLD-1 + fluorescein TGE RNA, fluorescence polarization; inhibition, % at 5.96 µM; hit rate 0.44% among 320,000; AID 2280;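 active = percent inhibition above a per-plate cutoff, the plate mean of test compounds plus 3 SD, cut at about 30% in these data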;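 also: 0% = DMSO wells with GLD-1 and probe and 100% = wells lacking GLD-1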
Target sequence (Q17339 whole entry, looked up): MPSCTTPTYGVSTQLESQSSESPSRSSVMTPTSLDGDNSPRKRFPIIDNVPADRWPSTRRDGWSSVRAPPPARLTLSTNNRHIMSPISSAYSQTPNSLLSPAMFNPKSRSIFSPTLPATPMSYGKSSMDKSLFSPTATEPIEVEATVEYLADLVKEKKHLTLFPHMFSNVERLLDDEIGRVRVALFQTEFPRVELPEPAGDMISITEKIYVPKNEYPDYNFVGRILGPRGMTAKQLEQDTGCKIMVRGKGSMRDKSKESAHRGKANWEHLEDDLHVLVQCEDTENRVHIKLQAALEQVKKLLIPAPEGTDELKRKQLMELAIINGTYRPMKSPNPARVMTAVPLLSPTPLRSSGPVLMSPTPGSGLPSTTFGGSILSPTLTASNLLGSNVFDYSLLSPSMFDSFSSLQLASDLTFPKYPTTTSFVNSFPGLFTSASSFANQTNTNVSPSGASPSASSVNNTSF
PAFAH1B2 FP inh = inhibitors of human PAFAH1B2; P68402; recombinant PAFAH1B2, FP-rhodamine activity probe, fluorescence polarization; hit rate 1.2% among 340,000; AID 492953; inhibition, % at 3.39 µM;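 active = inhibition above the mean of all tested compounds plus 3 SD, cut at about 24% in these data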;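 also: 0% = enzyme with DMSO and 100% = wells lacking PAFAH1B2; many of its hits are not listed in these tables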
pPAFAH FP inh = inhibitors of human plasma PAF acetylhydrolase (pPAFAH) | hit rate 1.5% among 330,000 | inhibition, % at 3.39 µM | AID 463082 | recombinant pPAFAH, FP-rhodamine probe fluorescence polarization | Q13093;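 active = inhibition above the mean inhibition across the screen plus 3 SD, cut at about 25% in these data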;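 also: inhibitors block binding of the rhodamine activity-based probe so polarization drops; 0% = enzyme with DMSO and 100% = wells lacking pPAFAH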
BCLXL inh = inhibitors of human Bcl-xL; inhibition, % at 10.9 µM; hit rate 0.7% among 320,000; AID 2129; GST-Bcl-xL / FITC-Bim BH3 peptide fluorescence polarization;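 active = inhibition above the mean of all tested compounds plus 3 SD, cutoff set per campaign, cut at about 30% in these data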;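 also: 0% = DMSO wells and 100% = unlabeled Bim-BH3 peptide competitor; inhibitors lower millipolarization by displacing the labeled peptide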
Target sequence (Q07817 whole entry, looked up): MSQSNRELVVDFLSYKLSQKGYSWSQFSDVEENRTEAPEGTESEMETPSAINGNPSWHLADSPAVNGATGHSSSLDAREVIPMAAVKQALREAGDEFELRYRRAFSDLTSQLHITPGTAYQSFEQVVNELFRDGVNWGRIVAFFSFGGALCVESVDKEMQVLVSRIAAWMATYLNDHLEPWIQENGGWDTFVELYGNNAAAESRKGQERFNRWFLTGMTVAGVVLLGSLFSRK
Starred values were filed as active, the others as inactive; ? = inconclusive; . = not tested or not shown.

SMILES	MCL1-BIM inh	MEX-5 binding	AHR activator	Fam108B counter	PME-1 primary	GLD-1 RNA inh	PAFAH1B2 FP inh	pPAFAH FP inh	BCLXL inh
O=C(Nc1ccc(Cl)cc1F)C1CC1	7	0.7	-4	0	3	8	2	7	4
CCCN1CCC(NC(=O)Nc2ccc([N+](=O)[O-])cc2)CC1	5	-1.2	4	7	-1	-6	0	5	5
O=C(CNC(=O)c1ccco1)N/N=C/c1ccc(O)c([N+](=O)[O-])c1	10	-0.8	3	1	6	-1	3	0	0
NC(=O)c1cccc2c1C(=O)N(C1CCCCC1)C2	10	-4.6	-1	6	-2	-5	6	2	8
O=c1cc(O)nc2n1CCCS2	-10	-3.0	-3	2	-2	-1	7	-1	4
NNC(=S)NCc1cccnc1	6	-1.8	17	0	0	2	7	2	3
CNC(=O)CCc1[nH]c2ccccc2c1Sc1ccccc1	-1	0.3	1	0	11	7	0	11	2
COCCCNC(=O)Cn1cc(C(=O)c2cccs2)c2ccccc21	3	3.3	6	1	-1	6	3	2	2
Cc1onc(-c2c(F)cccc2Cl)c1C(=O)OCN1C(=O)c2ccccc2C1=O	6	-0.4	4	-1	-1	-4	-6	1	0
O=C(NNC(=O)C1CCCC1)c1ccc(F)cc1	-6	2.1	0	2	2	7	-2	10	0
O=C(NC1CCCC1)C(c1ccc(N2CCOCC2)cc1)N(C(=O)c1ccco1)c1ccccc1F (configuration not stated)	4	2.7	0	2	2	5	-5	-4	3
CCc1nnc(NC(=O)Nc2ccc(OC)cc2)s1	-5	0.2	3	0	5	-9	2	-2	1
Cc1csc(NC(=O)c2ccncc2)n1	13	1.6	19	7	3	-3	-2	8	3
O=C(CCCCC(=O)N1CCOCCOCCOCC1)OCc1ccccc1	-2	1.4	-1	1	1	-1	1	-3	1
CCOc1ccc(C(=O)Nc2ccccc2N2CCN(C(=O)c3ccccc3)CC2)cc1[N+](=O)[O-]	2	-2.8	4	-7	-2	5	0	-1	0
O=C(NC1c2ccccc2-c2ccccc21)N1CCOCC1	4	0.5	-2	1	-7	8	11	3	2
CCCCN(C(=O)c1cnc2n(c1=O)CCS2)c1ccccc1	9	0.1	-1	5	4	2	2	-3	6
Cc1cccc(-c2c3c(=O)n(C)c(=O)n(C)c3cn2C(C)(C)C)c1	9	-2.0	-4	4	0	11	4	-1	8
CC1(C)NC(C(=O)O)Cc2c1[nH]c1ccccc21 (configuration not stated)	4	0.7	6	2	-5	-2	7	3	0
Fc1ccc(C2c3[nH]c4ccccc4c3CCN2CCCn2cccn2)cc1 (configuration not stated)	9	0.8	29	1	0	2	3	3	2
COc1cc(C(=O)Nc2ccccc2N2CCN(S(C)(=O)=O)CC2)cc(OC)c1OC	-3	-1.1	5	2	-6	7	2	0	0
CC(=O)Nc1c(C)nn(C(C)=O)c1C	-2	2.4	-2	2	3	3	-4	-1	0
CCOC(=O)CNC(=O)C1CCN(S(=O)(=O)c2ccc(-c3nn[nH]n3)cc2)CC1	5	-2.4	-3	3	2	10	-4	1	5
CC(C)COc1ccc(C/C(N)=N/n2cnnc2)cc1	-4	-2.7	-1	8	-1	-5	-1	0	6
O=C(OCC(=O)N(CCc1ccccc1)Cc1ccccc1)c1cccc(O)c1	-6	1.8	-5	-2	9	2	4	3	-5
CC(Oc1ccc(Cl)cc1Cl)C(=O)NCCCN(C)C (configuration not stated)	1	0.4	0	1	-5	14	-9	7	2
O=c1[nH]c(CN2CCc3ccccc3C2)nc2ccccc12	11	?	85*	-6	-4	1	7	-11	12
COc1ccc(/C=C(\C#N)C(=O)c2c(C)[nH]c3ccccc23)cc1OC	7	0.1	18	0	5	-21	0	4	2
O=C(NNC1=C(C(=O)C(F)(F)F)CCC1)c1cccc(O)c1	8	-3.3	20	-5	-22	2	4	6	4
CCOC(=O)c1c(C)n(C)c2cc(Br)c(C(=O)OC)cc12	10	-1.6	20	4	2	4	1	-4	7
Cc1sc(NC(=O)c2cc(-c3ccccc3)nc3ccccc23)c(C(N)=O)c1C	2	2.9	34	-15	-16	7	-7	-7	6
COc1ccccc1NC(=O)c1csc2c1CCC(C)C2 (configuration not stated)	0	-1.4	55*	1	-1	3	5	4	5
CC(C)(C)OC(=O)C[C@@H]1C/C=C\C[C@@H](CC(=O)NCCO)C(=O)NC[C@H](c2ccccc2)OC1=O	.	.	-1	.	.	0	7	-2	.
Cc1ccc(S(=O)(=O)N(CCC(=O)O)c2ccccc2)cc1	2	0.6	-2	3	0	2	1	1	6
Cc1ccc(Nc2nnc(SCc3nc4ccccc4c(=O)[nH]3)s2)cc1	-3	-1.1	8	-8	-11	6	5	1	-9
CCOC(=O)c1sc(NC(=O)c2ccc(S(=O)(=O)N(CC)CC)cc2)nc1C	9	-1.1	-8	1	1	-1	8	3	10
CNC[C@H]1Oc2ccc(NC(=O)Nc3ccc4c(c3)OCO4)cc2C(=O)N([C@H](C)CO)C[C@@H]1C	.	.	-1	.	.	-4	4	1	.
COC(=O)C1CCN(S(=O)(=O)c2ccc(NC(C)=O)cc2)CC1	-2	0.2	0	-2	-1	4	4	0	0
CCOc1ccc(NC(=O)COC(=O)C2C3CC4OC(=O)C2C4C3)cc1 (configuration not stated)	-11	0.0	0	-1	-5	5	1	-2	-3
Cc1c(NC(=O)COC(=O)c2ccc(Br)o2)c(=O)n(-c2ccccc2)n1C	4	-2.1	0	-2	-5	-2	0	9	-5
Cc1nn(-c2ccccc2)c2ncc(C(=O)c3cc(Cl)ccc3O)cc12	4	0.9	-1	-9	29*	4	0	-3	4
COc1c(C)cc(Br)cc1C(=O)NC(=S)NCc1ccco1	7	-1.4	11	-4	-1	4	0	0	1
CC1CCN(C(=O)CSc2nc3c(c(=O)n2C)SCC3)CC1	5	-1.9	2	3	0	0	10	2	6
COc1ccc(N(Cc2ccccc2)S(=O)(=O)c2cccc(C(=O)Nc3ncccc3C)c2)cc1	-2	.	1	.	3	0	-2	0	-1
COc1ccc(C(=O)Nc2ccnn2C2CCN(Cc3ccccn3)CC2)cc1	21	-0.7	2	0	0	4	-1	5	18
CCc1ccc(N=C2NC(=O)/C(=C/c3cc(Br)c(OCC(=O)O)c(OC)c3)S2)cc1	32	-11	2	9	-19	3	4	17	19
COc1ccc(CNc2c(C(=O)O)cnc3c2cnn3C)cc1	0	3.0	3	-3	-5	2	17	8	5
Cc1c(C(=O)Nc2cccc([N+](=O)[O-])c2)csc1-c1ccccc1	2	1.6	-11	-1	7	5	2	2	2
O=C(CSc1ncn[nH]1)N1N=C2/C(=C/c3ccccc3)CCCC2C1c1ccccc1 (configuration not stated)	-24	0.2	98*	3	-5	2	-1	8	-6
COc1ccc(F)cc1S(=O)(=O)NC(Cc1ccccc1)C(N)=O (configuration not stated)	6	-0.8	1	7	-2	-6	8	5	9

Next records
SMILES	MCL1-BIM inh	MEX-5 binding	AHR activator	Fam108B counter	PME-1 primary	GLD-1 RNA inh	PAFAH1B2 FP inh	pPAFAH FP inh	BCLXL inh
CN(C)S(=O)(=O)c1ccc(NC(=O)c2ccncc2)cc1	-4	4.7	5	-2	1	-5	5	2	1
Cc1ccc(S(=O)(=O)Nc2ccc(C(=O)N3CCOCC3)cc2)cc1	0	1.6	-1	3	-4	-3	9	-2	0
O=C(Nc1cccc(-c2nnc(-c3ccccc3)o2)c1)C1CCCCC1	-11	-4.3	0	-9	-1	-3	4	0	-3
CCOC(CNC(=O)c1cc(C)nn1-c1ccccc1)OCC	-4	0.2	-1	3	-1	7	3	3	-2
O=C(Nc1ccc(F)cc1)Nc1ccc2c(c1)OCO2	9	0.1	67*	-1	4	0	-2	3	3
COc1ccc(S(=O)(=O)NCCSCc2ccco2)cc1Cl	9	1.5	-2	0	3	5	-1	9	1
CC(C)N(Cc1ccccc1)C(=O)COC(=O)c1cnccn1	-2	-1.1	1	0	-3	9	3	5	-8
O=C(NCc1ccco1)c1cccc2c1C(=O)c1ccc(N3CCCC3)cc1S2(=O)=O	.	.	3	.	.	31*	-12	-2	.
CC(C(N)=O)N1c2cccc3cccc(c23)S1(=O)=O (configuration not stated)	-4	-0.8	-3	-1	0	-4	2	0	7
Cc1cccc(OCc2nnc(SCC(=O)N3c4ccccc4CCc4ccccc43)o2)c1	5	1.7	1	-4	-4	-3	7	-3	0
CN(C)c1ccc(/C=N\NC(=O)CC#N)cc1	9	-2.9	26	-1	-1	4	6	-1	4
C(=N\c1ncnc2sccc12)/NOCc1ccccc1	1	.	-6	7	8	-1	1	3	3
CCCc1ccc(C(=O)CCC(=O)NNC(=O)c2ccncc2)cc1	-4	-2.0	2	-1	-3	5	1	2	5
O=C(CN1C(=O)COc2ccccc21)NCCCN1CCN(c2ccccc2F)CC1	-3	0.6	0	0	-1	2	4	-5	3
COc1ccc(-c2nc(CN3CCC(C(=O)N4CCOCC4)CC3)c(C)o2)c(OC)c1	-1	-1.4	7	1	-5	9	-2	-9	-2
CC1=NOC(=O)/C1=C\c1ccc(-c2cccc(Cl)c2)o1	16	1.0	6	13	-2	-23	9	7	-1
CC(=O)Nc1ccc(N2C(=O)c3ccc(S(=O)(=O)c4ccc(C(=O)O)cc4)cc3C2=O)cc1	0	-0.2	0	-3	9	0	5	5	3
COc1ccc(OC)c(S(=O)(=O)Nc2ccc(C)c(C)c2)c1	0	0.0	3	9	2	-2	9	8	-2
CCN1CCN(CC(=O)Nc2cccc(C)c2)C(=O)C1=O	-5	1.9	-2	0	-5	3	0	-2	-3
Nn1c(=O)c2ccccc2n2c(SCc3ccc(C(F)(F)F)cc3)nnc12	4	2.9	2	1	-1	4	6	7	2
CCOc1ccccc1C(=O)Nc1cccc(-c2ccc(N3CCOCC3)nn2)c1	3	-3.1	13	1	5	5	-1	4	2
COc1ccccc1NS(=O)(=O)c1cccc(C(=O)NCC(c2ccco2)N2CCCCC2)c1 (configuration not stated)	2	0.0	0	0	0	-6	1	-2	-1
CCn1c(COC(=O)CNC(=O)c2ccccc2F)nc2cc(S(=O)(=O)N(C)C)ccc21	0	2.5	-1	0	7	5	-2	2	1
CC1CCN(c2ccccc2NC(=O)c2ccc(N3CCOCC3)c([N+](=O)[O-])c2)CC1	8	-0.8	-1	2	0	5	5	-1	7
CCN(CC)c1ccc(/C=N/N2CCN(Cc3ccccc3)CC2)cc1	-4	1.9	8	5	2	7	12	3	3
CCCNC(=O)c1ccc(N2CCC3(CC2)CC(c2cccc(Br)c2)=NO3)c(NC(=O)c2cccc(OC)c2)c1	-6	1.4	-2	-15	-11	0	2	-6	-3
CC1CCCCC1NC(=S)NC(=O)c1ccccc1Cl (configuration not stated)	.	.	0	.	.	6	9	8	.
Cc1ccc(S(=O)(=O)N(C)C)cc1NC(=O)COc1cccc(-n2cnnn2)c1	-1	.	-1	.	4	5	1	3	2
Cc1cc(NC(=O)C(C)SCC(=O)OCc2ccc([N+](=O)[O-])cc2)no1 (configuration not stated)	2	2.3	0	-2	2	5	-1	6	-2
COc1cc(/C=N\NC(=O)c2ccccc2F)ccc1Oc1ccc([N+](=O)[O-])cn1	10	0.6	-4	0	3	4	5	5	9

Compound profiles, as listed above. Order of screens: MCL1-BIM inh	MEX-5 binding	AHR activator	Fam108B counter	PME-1 primary	GLD-1 RNA inh	PAFAH1B2 FP inh	pPAFAH FP inh	BCLXL inh
CCCNC(=O)c1ccc(N2CCC3(CC2)CC(c2cccc(Br)c2)=NO3)c(NC(=O)c2cccc(OC)c2)c1 reads -6	1.4	-2	-15	-11	0	2	-6	-3
COc1ccccc1NS(=O)(=O)c1cccc(C(=O)NCC(c2ccco2)N2CCCCC2)c1 (configuration not stated) reads 2	0.0	0	0	0	-6	1	-2	-1

Compound activity: PubChem, several laboratories

The list is partial (hit frequency here may not be typical).
